UHRF1 MBD2 ctr: UHRF1 methylated DNA binding inhibitors, primary screen, counter-screen for MBD2 inhibitor project, biochemical, TR-FRET, human UHRF1, single concentration. E3 ubiquitin-protein ligase UHRF1 (Homo sapiens), Q96T88. UHRF1 binding to methylated oligo. inhibition, % at 4.4 µM. hit rate 0.75% among 370,000; in the data active = inhibition above about 21%;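 note: UHRF1 SRA domain binding a hemimethylated CpG hairpin DNA probe; 0% = median of test compound wells and 100% = reference inhibitor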
Target sequence (Q96T88 whole entry, looked up, the tested form may be a part): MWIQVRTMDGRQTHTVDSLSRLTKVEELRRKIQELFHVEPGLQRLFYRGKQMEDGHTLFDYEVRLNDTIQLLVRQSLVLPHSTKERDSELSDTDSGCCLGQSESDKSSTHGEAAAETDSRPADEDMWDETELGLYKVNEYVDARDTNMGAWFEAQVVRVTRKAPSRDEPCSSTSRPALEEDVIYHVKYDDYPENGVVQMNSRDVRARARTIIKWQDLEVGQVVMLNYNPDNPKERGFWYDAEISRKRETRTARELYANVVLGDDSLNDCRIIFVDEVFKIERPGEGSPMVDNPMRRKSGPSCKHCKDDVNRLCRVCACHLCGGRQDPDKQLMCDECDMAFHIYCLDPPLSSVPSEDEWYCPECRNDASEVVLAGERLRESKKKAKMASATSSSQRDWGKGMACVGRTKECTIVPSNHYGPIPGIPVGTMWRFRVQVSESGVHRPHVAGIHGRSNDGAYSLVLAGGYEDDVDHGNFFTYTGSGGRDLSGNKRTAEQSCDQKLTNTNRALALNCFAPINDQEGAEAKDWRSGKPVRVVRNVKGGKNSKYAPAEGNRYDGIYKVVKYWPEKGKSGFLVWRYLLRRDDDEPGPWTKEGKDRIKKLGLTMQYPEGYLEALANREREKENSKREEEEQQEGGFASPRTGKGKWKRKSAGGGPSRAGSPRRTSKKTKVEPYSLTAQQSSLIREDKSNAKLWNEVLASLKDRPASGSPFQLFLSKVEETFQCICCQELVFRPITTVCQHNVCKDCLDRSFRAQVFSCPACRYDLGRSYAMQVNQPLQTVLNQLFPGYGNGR
LEDGF integ inh: blockers of LEDGF/p75-dependent integrase strand transfer – biochemical, TR-FRET, high throughput, primary screen | TR-FRET IN-LEDGF/p75 DNA integration, Eu/Cy5 | inhibition, % at 3.7 µM | AID 743269, 2014 | hit rate 0.64% among 370,000 | HIV-1 integrase (with human LEDGF/p75);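 active = inhibition above the screen-wide mean plus 3 SD, cut at about 13% in these data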;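 note: signal is the Cy5 over europium emission ratio at 671 and 618 nm; 0% = plate median of compound wells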
proKLK7 act: proKLK7 zymogen activators, primary screen, biochemical, fluorescence intensity. Kallikrein-7 (Homo sapiens), P49862. hit rate 0.9% among 370,000. AID 652039, 2013. purified proKLK7, EDANS-DABCYL substrate fluorescence; 100% is mature enzyme control, 0% vehicle. activation, % at 7 µM;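 active = activation above the mean of all tested compounds plus 3 SD, computed per campaign excluding outliers beyond control limits, cut at about 13% in these data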
Target sequence (P49862 whole entry, looked up): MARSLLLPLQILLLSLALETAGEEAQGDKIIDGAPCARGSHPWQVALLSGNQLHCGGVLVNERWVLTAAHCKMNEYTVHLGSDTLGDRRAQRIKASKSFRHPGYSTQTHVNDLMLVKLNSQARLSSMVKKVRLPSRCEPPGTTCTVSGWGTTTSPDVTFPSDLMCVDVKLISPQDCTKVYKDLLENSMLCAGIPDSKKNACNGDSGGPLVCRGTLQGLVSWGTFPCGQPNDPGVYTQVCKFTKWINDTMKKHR
DDE Tn7 FP inh: inhibitors of Tn7 peptide binding to fibrin DD(E), primary screen, biochemical, fluorescence polarization, human fibrin, Tn7 probe. Fibrinogen beta chain (Homo sapiens), P02675. FP displacement of FITC-Tn7 peptide from fibrin DD(E); 0% = median of compound wells per plate. inhibition, % at 8.3 µM. hit rate 0.13% among 370,000. AID 720508, 2013;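 active = inhibition above the mean of compounds falling within the control limits plus 3 SD of them, cut at about 14% in these data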;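 note: 0% = plate median of compound wells and 100% = 10 µM Aha-Tn7 peptide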
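Test system: human clot-derived fibrin DD(E) complex / Quantity: 2 µM final DD(E) protein / Incubation: 10 min plus 3 h, room temperature / Measured by: fluorescence polarization / Benchmarks: high control of 10 µM Aha-Tn7 peptide / Replicates: singlicate testing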
SIAE primary: human SIAE inhibitors, primary screen, biochemical, fluorescence polarization, FP-Rh probe, 1536-well HTS | Sialate O-acetylesterase (Homo sapiens), Q9HAT2 | SIAE FP-Rh probe binding | inhibition, % at 9.66 µM | hit rate 0.69% among 370,000 | AID 1053197, 2014;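 active = inhibition above a cutoff: mean of compounds within the control limits plus 3 SD of those, cut at about 17% in these data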;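 note: 0% = plate median of compound wells and 100% = probe without SIAE protein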
MBD2 DNA inh: inhibitors of MBD2 binding to methylated DNA, primary screen, biochemical, TR-FRET, DNA-binding domain, human; Methyl-CpG-binding domain protein 2 (Homo sapiens), Q9UBB5; MBD2 binding to methylated oligonucleotide; inhibition, % at 4.4 µM; hit rate 0.31% among 370,000; AID 686964, 2013; in the data active = inhibition above about 13%
DDE Tn6 FP inh: inhibitors of Tn6 peptide binding to fibrin DD(E), primary screen, biochemical, fluorescence polarization, human fibrin, Tn6 probe | Fibrin DD(E) TRITC-Tn6 fluorescence polarization displacement | inhibition, % at 8.3 µM | hit rate 0.21% among 370,000;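 active = inhibition above a per-campaign cutoff: mean of compounds within control limits plus 3 SD, cut at about 15% in these data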;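 note: 0% = median of all compound wells on the plate and 100% = blocking peptide control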
TDP2 inh: human TDP2 enzyme inhibitors, primary screen, biochemical, epi absorbance, recombinant enzyme | Tyrosyl-DNA phosphodiesterase 2 (Homo sapiens), O95551 | inhibition, % at 12.8 µM | T5PNP hydrolysis, p-nitrophenol absorbance 415 nm | hit rate 0.34% among 370,000;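 active = inhibition above the mean of all tested compounds plus 3 SD, set per campaign, cut at about 25% in these data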;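 note: 0% = DMSO with enzyme and 100% = buffer with substrate but no TDP2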
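Test system: Human TDP2 enzyme | Reagent: 5 mM T5PNP | Compound dosing: 12.8 µM single point, 1% DMSO | Incubation: Enzyme reaction with compound for 2 h at 37 °C | Technique: p-Nitrophenol epi absorbance | Read-out: % inhibition relative to enzyme-containing and enzyme-free wells | Benchmarks: High control without enzyme, low control DMSO plus TDP2 | Replicates: Singlicate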
PRMT1 inh: PRMT1 methyltransferase inhibitors, primary screen, biochemical, fluorescence polarization. hit rate 1.3% among 370,000. Protein arginine N-methyltransferase 1 (Homo sapiens), Q99873. recombinant PRMT1, activity-based probe fluorescence polarization. inhibition, % at 2.79 µM. AID 652257, 2013;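 active = inhibition above about 21% made by adding two undisclosed values, limit read from the data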
TCR CD3 inh: inhibitors of human TCR-CD3 interaction, primary screen, biochemical, fluorescence, TAMRA-labeled TCR probe; T-cell receptor (TCR); inhibition, % at 9.4 µM; hit rate 0.37% among 360,000; in the data active = inhibition above about 19%;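 note: recombinant mutant TCR 2C K166C tagged with TAMRA read by polarization; 0% = receptor in buffer alone and 100% = receptor with positive control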
Numbers without * were called inactive; / = not tested or not shown.

SMILES	UHRF1 MBD2 ctr	LEDGF integ inh	proKLK7 act	DDE Tn7 FP inh	SIAE primary	MBD2 DNA inh	DDE Tn6 FP inh	TDP2 inh	PRMT1 inh	TCR CD3 inh
O=C(NCCNC(=O)c1ccc(-c2cc(Cl)ccc2Cl)o1)c1cnccn1	1	-4	0.0	4	-4	2	8	1	5	-1
COc1cccc(C2C(C(=O)c3cccs3)=C(O)C(=O)N2CCN2CCOCC2)c1OC (stereo unspecified)	-6	-2	0.2	-2	3	-7	4	-4	-2	4
O=C(O)c1cn(Cc2ccccn2)c(=O)c2ccccc12	1	2	0.2	10	2	2	3	7	3	-6
O=C(NCc1cc(C(F)(F)F)ccc1Cl)c1cccc2c1C(=O)c1ccc(N3CCOCC3)cc1S2(=O)=O	0	-1	0.2	0	-3	-1	-4	10	-3	6
O=C(N/N=C/C=C/c1ccccc1)c1ccccc1Br	-1	3	0.1	-4	-6	-1	5	-1	1	-3
CCOC(=O)N1CCC(NC(=O)C2CCN(C(=O)c3cc4oc(C)cc4n3Cc3c(F)cccc3Cl)CC2)CC1	0	-2	0.2	1	7	0	-7	-3	5	-1
COc1cc(/C=N/OCC(=O)Nc2ccc(OC(F)F)cc2)ccc1OCc1ccccc1	3	-2	-4.5	-2	-38	2	-7	-3	0	-9
O=C(CSc1ccc(F)cc1)NC(=O)c1ccccc1	0	2	0.3	0	-1	-1	3	-9	-3	4
Cc1c(Cl)cccc1NC(=O)CCC(=O)NNC(=O)c1ccccc1Cl	2	2	0.0	0	-9	-1	1	-5	0	0
CCOC(=O)c1cc2c(C)n(-c3ccc(OCC)cc3)c(C)c2cc(C(=O)OCC)c1=O	-7	1	-0.2	1	4	1	11	3	2	-4
COc1ccc(NC(=O)/C(=C\c2ccc3c(c2)OCO3)NC(C)=O)cc1	-3	7	-0.1	5	1	-4	-4	8	2	3
CC1=Nc2ccccc2/C1=C\c1sc(Nc2ccc(C)cc2)nc1O	-1	0	0.0	-8	15	-4	-9	-12	-1	-1
COc1cc(OC)c2ccc(=O)oc2c1	-4	0	90*	-5	4	1	9	-1	1	13
CC(C)N1CCC(N2CCN(Cc3cnc(-c4ccccc4)s3)CC2CCO)CC1 (stereo unspecified)	-1	0	0.1	4	8	0	0	-2	2	-10
CCC(C)N(C(=O)CSc1nc(-c2cccs2)nc2ccccc12)C1CCS(=O)(=O)C1 (stereo unspecified)	-1	4	-7.9	-3	-12	1	6	-2	-2	3
COc1ccccc1OCCNc1ccc(S(=O)(=O)N2CCCC2)cn1	3	-9	0.4	-8	6	4	-1	-18	2	-8
CCC(C)(C)n1nnnc1C(c1ccc(C)cc1)N1CCSCC1 (stereo unspecified)	4	1	0.1	-3	-2	4	-4	-4	1	2
N/C(=N\OC(=O)c1cccs1)c1ccccc1	2	1	0.1	-8	-3	0	0	-16	-3	-3
COc1cc(C(=O)OC(C)CN2CCCCC2)cc(OC)c1OC (stereo unspecified)	1	1	0.2	-3	2	6	4	7	0	-2
O=C(NCc1ccccc1)C(=O)Nc1nc(-c2ccccc2)cs1	-1	-1	0.1	8	2	5	-12	14	1	0

The last 3 entries of the part above lead into the next.
SMILES	UHRF1 MBD2 ctr	LEDGF integ inh	proKLK7 act	DDE Tn7 FP inh	SIAE primary	MBD2 DNA inh	DDE Tn6 FP inh	TDP2 inh	PRMT1 inh	TCR CD3 inh
N/C(=N\OC(=O)c1cccs1)c1ccccc1	2	1	0.1	-8	-3	0	0	-16	-3	-3
COc1cc(C(=O)OC(C)CN2CCCCC2)cc(OC)c1OC (stereo unspecified)	1	1	0.2	-3	2	6	4	7	0	-2
O=C(NCc1ccccc1)C(=O)Nc1nc(-c2ccccc2)cs1	-1	-1	0.1	8	2	5	-12	14	1	0
NC(c1csc(Nc2cc(Oc3ccccc3)ncn2)n1)c1ccccc1Cl (stereo unspecified)	1	3	-0.4	-5	-2	6	-9	2	4	-4
O=S1(=O)c2c(cccc2N2CCC[C@@H]2CO)O[C@@H]2CCN1C2	9	-9	0.3	-4	9	7	5	-3	1	/
COc1ccc(C2=NOC(Cn3nc(C(=O)NCc4ccco4)cc3-c3ccccc3)C2)cc1 (stereo unspecified)	1	3	0.5	-5	-9	4	-7	-15	2	-2
CC(C)Oc1ccc(/C(O)=C2/C(=O)C(=O)N(Cc3cccnc3)C2c2ccco2)cc1 (stereo unspecified)	-9	2	-1.0	4	0	-3	7	-5	1	0
Cc1cccc(N2CC(C(=O)Nc3ccc(S(=O)(=O)N4CCOCC4)cc3)CC2=O)c1 (stereo unspecified)	8	0	0.3	-6	-10	10	-2	-8	9	-7
O=C(COc1ccc2c3c(c(=O)oc2c1)CCC3)NCc1ccncc1	0	2	0.1	0	-2	1	-11	7	-1	4
O=C(CC1CCCCC1)NCc1cn2ccsc2n1	-2	-1	0.0	3	11	0	-15	8	1	2
CC(C)c1ccc(Nc2ncc3c(n2)CCN(C(=O)Nc2ccc(F)c(Cl)c2)C3)cc1	1	-2	-1.1	3	-66	3	-12	-7	2	-2
Cc1ccc(NC(=O)CCNC(=O)N2CC(=O)Nc3ccccc32)cc1Cl	18	3	-0.5	0	-6	9	-6	-1	-1	-3
COc1ccc(NC(=O)Nc2ccc3c(c2)C(=O)N([C@@H](C)CO)C[C@@H](C)[C@@H](CN(C)S(=O)(=O)c2cn(C)cn2)O3)cc1	3	4	0.3	-3	6	0	5	-12	-4	-9
C/C(=N\N1C(=O)CSC1=S)c1ccc(Br)cc1	-1	-3	-0.4	0	1	4	0	-5	31*	5
CCCN1CCN(C(=S)NCc2ccc(Cl)cc2)CC1	0	-3	0.7	-2	0	-5	-4	10	-1	7
COc1cccc(OC)c1C(=O)Nc1nc(-c2ccccc2)cs1	-2	0	0.4	-5	-7	-1	0	-12	2	7
c1ccc(OCCn2cnc3ccccc32)cc1	-2	-2	-0.1	-1	-4	4	-3	5	3	2
COc1ccc(C2C3=C(CCCC3=O)Nc3nc(C(F)(F)F)nn32)cc1OC (stereo unspecified)	0	1	15*	2	0	1	3	-4	-2	9
CCCCCn1c(SCC(=O)c2ccccc2)nc2cc(C(=O)NCC3CCCO3)ccc2c1=O (stereo unspecified)	0	-4	-0.2	1	-6	-3	0	-7	2	4
CCCCCCCNC(=O)C1(CC2CC(c3cccc(Br)c3)=NO2)CCNCC1 (stereo unspecified)	-1	1	0.0	-2	-2	-5	5	-3	-3	0
O=C(/C=C/c1ccc2ccccc2n1)N1CCN(S(=O)(=O)c2ccccc2F)CC1	-2	1	0.5	-7	3	-6	0	13	3	6
Cc1ccc(NC2CC(=O)N(Cc3ccccc3)C2=O)cc1 (stereo unspecified)	-1	1	-0.3	1	1	-5	-2	-4	-3	-2
COC(=O)c1cc(C)sc1NC(=S)N1CCN(CCc2ccccc2)CC1	-1	-3	0.9	0	0	2	-6	3	8	-2

Records listed above that bear a hit mark in PRMT1 inh.
| Structure | LEDGF integ inh | proKLK7 act | DDE Tn7 FP inh | SIAE primary | MBD2 DNA inh | DDE Tn6 FP inh | TDP2 inh | PRMT1 inh | TCR CD3 inh |
| --- | --- | --- | --- | --- | --- | --- | --- | --- | --- |
| C/C(=N\N1C(=O)CSC1=S)c1ccc(Br)cc1 | -3 | -0.4 | 0 | 1 | 4 | 0 | -5 | 31* | 5 |

The listing picks up with the 2 entries that preceded the break.
SMILES	UHRF1 MBD2 ctr	LEDGF integ inh	proKLK7 act	DDE Tn7 FP inh	SIAE primary	MBD2 DNA inh	DDE Tn6 FP inh	TDP2 inh	PRMT1 inh	TCR CD3 inh
Cc1ccc(NC2CC(=O)N(Cc3ccccc3)C2=O)cc1 (stereo unspecified)	-1	1	-0.3	1	1	-5	-2	-4	-3	-2
COC(=O)c1cc(C)sc1NC(=S)N1CCN(CCc2ccccc2)CC1	-1	-3	0.9	0	0	2	-6	3	8	-2
Cc1ccc(N=Nc2ccc(O)c(P(=O)(c3ccccc3)c3ccccc3)c2)cc1	-2	6	0.1	-9	1	0	0	3	0	5
CC1C(c2ccccc2)N(C)CCC12NC(=O)NC2=O (stereo unspecified)	0	0	0.2	3	-3	2	7	12	-1	2
CCCn1c(=O)n(C)c(=O)c2c(SCC(=O)Nc3cc(C)on3)nc(C(C)(C)C)nc21	-2	-1	-0.6	3	2	1	1	3	0	-1
Cc1[nH]c2ccccc2c1CCN(Cc1cccnc1)C(=S)Nc1ccc(F)cc1	-2	-2	-0.9	9	16	0	7	0	-3	0
CCCCN(C)CCNC(=O)c1c[nH]c2ccc(S(=O)(=O)N(CC)CC)cc2c1=O	2	-4	-5.0	-7	-4	0	5	-1	-2	7
Cc1ccc(NC(=O)C2COc3ccccc3O2)cc1S(=O)(=O)N1CCCCC1 (stereo unspecified)	-2	6	-0.3	9	-4	3	5	-8	-2	-1
Cc1nnc(NC(=O)c2ccc3ccccc3c2)s1	2	3	0.2	-2	-10	0	3	2	-2	9
C=CCn1c(SCc2n[nH]c(=S)n2-c2ccccc2)nnc1-c1ccccc1	0	-2	-0.7	8	2	5	8	10	5	-4
Cc1ccc(NC(=S)N(Cc2ccco2)C2CCN(C(C)C)CC2)cc1	-2	2	0.0	-2	13	2	-9	4	-3	5
Cc1cc(C)c2c(c1)/C(=N/NC(=O)c1ccc(O)cc1)CCC2	-2	4	-0.2	-1	-3	0	0	6	-1	-1
